MCL1 BIM primary: inhibitors of MCL1 binding to BIM-BH3, primary screen, biochemical, fluorescence polarization. GST-MCL1 / FITC-Bim-BH3 fluorescence polarization. inhibition, % at 10.9 µM. hit rate 0.68% among 320,000. AID 2057, 2009;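 active = inhibition above the mean inhibition of all tested compounds plus 3 SD, set per campaign, cut at about 40% in these data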;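 also: 0% = DMSO wells and 100% = unlabeled Bim-BH3 peptide control; higher means more loss of mP so more displacement of Bim peptide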
CIT2 TOR yeast: modulators of CIT2-GFP expression in yeast, primary screen, S. cerevisiae, GFP fusion, multiplex flow cytometry, MLPCN library; GFP response vs DMSO, % at 10 µM; hit rate 0.065% among 320,000; AID 2029, 2009; S. cerevisiae CIT2-GFP strain, 3 h; 100 means same as DMSO wells;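 active = GFP response relative to DMSO above a set limit, near the screen mean plus 3 SD, cut at about 150% in these data; inconclusive = Fewer than 70 cells measured for a yeast strain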;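 also: ratio of well median GFP fluorescence to mean of DMSO wells on the plate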
MEX-5 binding: MEX-5 zinc finger RNA-binding disruptors – biochemical, C. elegans, fluorescence polarization, MLPCN library, primary screen. activity score (negative = inhibition of binding), % at 10 µM. hit rate 0.38% among 300,000. MEX-5/FITC-TCR2 RNA binding; active compounds read low;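 active = inhibition past about -25% in most replicates, and total fluorescence under double the plate's negative control median, limit read from the data; inconclusive = replicates evenly split on the limit, or fluorescence at least double controls; inactive = too little inhibition in most replicates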;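 also: 0% = DMSO and -100% = 5 µM competing unlabeled TCR2 RNA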
AGP1-GFP MLPCN: modulators of AGP1-GFP expression in yeast TOR pathway, primary screen, cell-based, multiplex flow cytometry, S. cerevisiae, MLPCN library | AID 2066, 2009 | hit rate 0.02% among 320,000 | 3 h; GFP as percent of DMSO wells | GFP response vs DMSO, % at 10 µM;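 active = GFP response relative to DMSO above a set limit, near screen average plus 3 SD, cut at about 150% in these data; inconclusive = fewer than 70 cells counted for the yeast strain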;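 also: median GFP channel fluorescence of the gated AGP1 strain per well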
GRK2 aptamer HTS: compounds blocking aptamer binding on GRK2 – biochemical, human GRK2, bead flow cytometry, HTS, primary screen | Beta-adrenergic receptor kinase 1 (Homo sapiens), P25098 | FAM-aptamer displacement from GRK2 | inhibition of aptamer binding, % at 10 µM | hit rate 0.59% among 330,000 | AID 488847, 2010;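 active = inhibition of aptamer binding above 40%, roughly 3 SD of noise, on plates passing a quality check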;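 also: median bead fluorescence of bound FAM aptamer so fluorescent compounds give negative values; no value below 0 was filed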
VLA-4 inh: inhibition in human VLA-4 binding assay, primary screen, VLA-4 allosteric modulator project, MLPCN library, flow cytometry, VLA-4 expressing cells. hit rate 0.2% among 330,000. Integrin alpha-4 (Homo sapiens), P13612. ligand binding flow cytometry. inhibition, % (about 7 µM as worked out from the volumes in the protocol). AID 2557, 2010; in the data active = inhibition above about 50%
Target sequence (P13612 whole entry, looked up): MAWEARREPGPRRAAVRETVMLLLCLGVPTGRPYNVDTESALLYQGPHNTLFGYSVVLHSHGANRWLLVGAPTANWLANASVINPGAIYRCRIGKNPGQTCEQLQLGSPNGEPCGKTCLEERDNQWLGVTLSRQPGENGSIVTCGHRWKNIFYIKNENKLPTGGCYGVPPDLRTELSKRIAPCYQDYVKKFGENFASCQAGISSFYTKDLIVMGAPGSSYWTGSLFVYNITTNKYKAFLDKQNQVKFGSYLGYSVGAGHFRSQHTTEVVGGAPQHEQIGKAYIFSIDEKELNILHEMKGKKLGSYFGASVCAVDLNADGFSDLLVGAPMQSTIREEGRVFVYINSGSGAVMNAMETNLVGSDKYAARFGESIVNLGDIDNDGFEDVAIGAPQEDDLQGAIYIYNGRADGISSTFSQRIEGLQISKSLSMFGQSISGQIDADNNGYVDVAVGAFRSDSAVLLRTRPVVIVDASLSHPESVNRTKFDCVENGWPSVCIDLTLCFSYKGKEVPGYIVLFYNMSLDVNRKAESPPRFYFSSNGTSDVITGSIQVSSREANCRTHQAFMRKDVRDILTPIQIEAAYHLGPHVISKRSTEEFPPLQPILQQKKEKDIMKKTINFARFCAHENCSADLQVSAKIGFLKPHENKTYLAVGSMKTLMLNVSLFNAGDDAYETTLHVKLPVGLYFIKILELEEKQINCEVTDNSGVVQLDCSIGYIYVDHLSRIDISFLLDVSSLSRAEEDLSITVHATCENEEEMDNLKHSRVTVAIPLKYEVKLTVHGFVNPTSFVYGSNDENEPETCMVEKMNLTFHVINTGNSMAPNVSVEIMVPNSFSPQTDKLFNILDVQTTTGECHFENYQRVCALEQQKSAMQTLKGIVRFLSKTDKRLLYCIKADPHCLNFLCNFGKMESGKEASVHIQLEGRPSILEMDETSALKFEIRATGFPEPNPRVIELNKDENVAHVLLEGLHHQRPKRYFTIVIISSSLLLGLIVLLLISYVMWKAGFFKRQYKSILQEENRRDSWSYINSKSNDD
BCLXL inh: inhibitors of human Bcl-xL, primary screen, biochemical, fluorescence polarization, HTS; Bcl-2-like protein 1 (Homo sapiens), Q07817; GST-Bcl-xL / FITC-Bim BH3 peptide fluorescence polarization; AID 2129, 2009; hit rate 0.7% among 320,000; inhibition, % at 10.9 µM;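 active = inhibition above the mean of all tested compounds plus 3 SD, cutoff set per campaign, cut at about 30% in these data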;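 also: 0% = DMSO wells and 100% = unlabeled Bim-BH3 peptide competitor; inhibitors lower millipolarization by displacing the labeled peptide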
GLD-1 TGE inh: GLD-1/TGE RNA complex disruptors, primary screen, biochemical, fluorescence polarization; purified GLD-1 + fluorescein TGE RNA; inhibition, % at 5.96 µM; Female germline-specific tumor suppressor gld-1 (Caenorhabditis elegans), Q17339; hit rate 0.44% among 320,000;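 active = percent inhibition above a per-plate cutoff, the plate mean of test compounds plus 3 SD, cut at about 30% in these data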;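 also: 0% = DMSO wells with GLD-1 and probe and 100% = wells lacking GLD-1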
CR mimetic SO: reduction of superoxide in aged yeast, primary screen, HTS; AID 2690, 2010; S. cerevisiae aged cells, superoxide DHE fluorescence; active compounds read low; superoxide response (% of plate mean), % at 10 µM; hit rate 0.18% among 330,000;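 active = superoxide response under a set limit, about three screen SD below normal, cut at about 65% in these data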;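 also: yeast aged for seven days with compound at 30 °C before DHE staining; 100% = average MFI of all compound-treated wells on the plate with controls excluded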
Active calls of the source: *; ? = inconclusive; · = not tested or not shown. Rows were taken by chance; any-hit rate near 2.1%.

Below each compound – MCL1 BIM primary	CIT2 TOR yeast	MEX-5 binding	AGP1-GFP MLPCN	GRK2 aptamer HTS	VLA-4 inh	BCLXL inh	GLD-1 TGE inh	CR mimetic SO
CCCN(CCC)S(=O)(=O)c1ccc(C(=O)N2CC3CCC(CC3)C2)cc1
  3	94	0.0	102	1	-5	3	-11	100
CCOc1ccc(S(=O)(=O)N2CCN(C(=O)C3CSC4(C)CCC(=O)N34)CC2)cc1 (centres undefined)
  -18	107	·	112	3	35	-6	-5	107
CCOC(=O)c1c(NC(=O)CSc2ncn[nH]2)sc(C)c1C
  -3	93	-0.3	96	0	16	4	1	103
Cc1ccc2c(c1Br)/C(=N/N1C(=O)c3ccccc3C1=O)C(=O)N2
  -16	108	1.0	107	8	-5	-4	4	96
O=C(Nc1nccs1)c1nc[nH]c1C(=O)N1CCN(c2ccccc2)CC1
  ·	?	·	?	2	0	·	4	79
C=CCN(C(=O)CCC(=O)Nc1cc(C)on1)C(C(=O)NC1CCCC1)c1ccc(C)cc1 (centres undefined)
  5	?	0.4	?	3	1	0	-4	101
C=CCS(=O)(=O)N1CCCC(C(=O)c2cccc(Cl)c2)C1 (centres undefined)
  -1	101	0.5	95	1	8	0	2	88
Cc1cc(NC(=O)CCCC(=O)NCc2ccccc2)no1
  3	102	-0.9	108	0	2	7	-3	96
NS(=O)(=O)c1ccc(NC(=O)CSc2ncccn2)cc1
  6	109	-1.8	101	2	9	1	1	92
Cc1ccc(OCC(=O)NCC(=O)Nc2ccc(F)cc2)c([N+](=O)[O-])n1
  -5	104	0.0	106	1	10	2	6	101
COCCNC(=O)C(C)OC(=O)c1cc2sccc2n1C (centres undefined)
  12	118	-3.0	109	0	-4	5	-8	87
Cc1nc2c(C(=O)NCc3ccc4c(c3)OCO4)c[nH]n2c(=O)c1Cc1ccccc1F
  3	93	1.6	95	0	-3	10	10	106
O=C(NCc1ccccc1Cl)C1CCCN1S(=O)(=O)c1ccc(F)cc1 (centres undefined)
  6	102	2.3	95	4	4	4	3	99
Cc1ccc(NC(=O)CCNCc2ccco2)cc1S(=O)(=O)N(C)C
  6	101	-3.0	101	0	10	15	-3	95
COc1ccc2oc(=O)c(C(=O)N3CCN(c4ccc(F)cc4)CC3)cc2c1
  6	123	-0.2	115	2	0	8	3	117

Following part
Below each compound – MCL1 BIM primary	CIT2 TOR yeast	MEX-5 binding	AGP1-GFP MLPCN	GRK2 aptamer HTS	VLA-4 inh	BCLXL inh	GLD-1 TGE inh	CR mimetic SO
COc1ccc(CC(=O)N2CCN(c3ccccn3)CC2)cc1OC
  1	92	·	97	7	2	5	3	109
CC1(C)C2CCC1(CS(=O)(=O)N1CCN(c3ccc(F)cc3)CC1)C(=O)C2 (centres undefined)
  11	102	-3.1	100	0	16	8	3	99
CCC(C)(C)C1CCC2(CC1)NC(=S)N(c1ccccc1)N2 (centres undefined)
  -3	108	-1.6	124	0	20	6	-2	93
CC(Oc1ccc2ccccc2c1)C(=O)NNC(=O)Nc1ccccc1F (centres undefined)
  ·	76	-0.8	99	0	11	·	·	113
CC1=C(C(=O)N2CCOCC2)C(c2ccccc2F)C2=C(CC(C)(C)CC2=O)N1 (centres undefined)
  5	·	-0.5	89	21	4	1	4	100
OCCNc1nc(Nc2cccc(O)c2)nc2ccccc12
  -2	100	-0.4	94	0	1	3	-8	110
CCc1ncc(CN2CCC(C(=O)Nc3ccc(-n4nc(C)cc4C)cc3)CC2)cn1
  3	100	-1.6	102	0	-9	3	6	105
Cc1ccc(SC(C)C(=O)NC(N)=O)c(C)c1 (centres undefined)
  5	99	-2.0	103	0	3	5	-9	77
O=[N+]([O-])c1ccc(C2OCCO2)cc1CS(=O)(=O)c1ccccc1
  0	86	-1.2	102	2	1	3	1	85
O=C(Nc1ccccc1)C1CCN(c2nccs2)CC1
  2	99	-3.8	96	4	-5	7	7	99
O=C(O)CCC(=O)Nc1ccc(C(=O)OCC(=O)c2ccc(Cl)cc2)cc1
  -3	95	0.6	101	1	10	2	0	92
Cc1nc(SCC(=O)NNC(=O)c2cccs2)[nH]c(=O)c1C
  8	106	-14	104	1	27	8	-1	98
O=C(c1cccc(Cl)c1)N1CCC(N2CCC(C(=O)N3CCOCC3)CC2)CC1
  1	102	1.9	100	0	-7	-1	-4	110
CNC(=S)N/N=C(\C)c1ccc(Cl)c(Cl)c1
  1	94	-0.3	98	0	-6	1	9	93
CN(C)c1ccc(S(=O)(=O)N2CCCCC2)cc1NC(=O)C1=NN(c2ccccc2)C(=O)CC1
  -6	117	0.7	125	3	6	3	0	93

Continuation.
Below each compound – MCL1 BIM primary	CIT2 TOR yeast	MEX-5 binding	AGP1-GFP MLPCN	GRK2 aptamer HTS	VLA-4 inh	BCLXL inh	GLD-1 TGE inh	CR mimetic SO
Cc1cccc(NC(=O)CSc2nnc(C3CC3)n2CC2CCCO2)c1C (centres undefined)
  1	109	3.5	89	0	-7	1	3	107
CC[C@@H]1[C@H]2CCCC(=O)N3CC[C@@H](C[C@@H]1OC(=O)Nc1ccccc1)[C@@H]23
  2	89	-1.5	89	4	17	5	-1	95
CCN(CC)CCOC(=O)c1cc(Cl)c(N)cc1OC
  7	75	·	81	0	10	-5	7	114
O=C(Nc1ccncc1)c1ccc(Cl)c(S(=O)(=O)N2CCCC2)c1
  4	90	-0.5	95	3	0	1	5	104
CC(=O)c1c(C)[nH]c(C(=O)COC(=O)C2CC2)c1C
  -3	107	1.1	103	0	-4	-1	5	106
CNc1c([N+](=O)[O-])cnn1-c1ccccc1Cl
  7	99	-2.1	106	11	-3	9	4	104
CCCCCCCCCCn1cc(C(C)=O)c(=O)[nH]c1=O
  4	97	-0.7	99	0	-15	9	3	107
COc1ccc(CN2CCC(C(=O)N(C)CCc3ccc(OC)c(OC)c3)CC2)c(OC)c1
  1	102	-0.5	102	2	13	-1	4	90
Cc1cc(OCC(=O)NCCc2c[nH]c3ccccc23)c2c(C)cc(=O)oc2c1
  0	97	3.2	96	0	4	2	3	114
C=CCNC(=S)Nc1ccc2nsnc2c1
  6	109	-0.9	101	0	6	8	2	113
Cc1ccc(S(=O)(=O)NCC(=O)NCC2COc3ccccc3O2)cc1C (centres undefined)
  2	98	·	94	3	14	4	2	97
COc1ccc(-c2cc(-c3nnc(COC(=O)CC4CCCC4)o3)c3ccccc3n2)cc1OC
  -4	100	2.1	96	5	-7	-1	4	94
O=C(Cn1cc(C(F)(F)F)cc(Cl)c1=O)NC1CCS(=O)(=O)C1 (centres undefined)
  -17	98	·	104	0	-2	12	7	140
CCN(Cc1ccccc1)C(c1ccc(C)cc1)c1nnnn1C(C)(C)CC (centres undefined)
  2	98	-0.1	92	6	-4	5	0	113
Cc1cc(=O)oc2cc(NC(=O)CN3C(=O)NC(C)(c4ccccc4)C3=O)ccc12 (centres undefined)
  -13	95	-0.7	95	1	0	-15	-3	119

The list continues.
Below each compound – MCL1 BIM primary	CIT2 TOR yeast	MEX-5 binding	AGP1-GFP MLPCN	GRK2 aptamer HTS	VLA-4 inh	BCLXL inh	GLD-1 TGE inh	CR mimetic SO
CS(=O)(=O)NNC(=O)c1cc2cc3ccccc3nc2s1
  3	·	-1.2	95	2	10	6	3	95
CC(=O)N1c2ccc(S(=O)(=O)N(C)CC(=O)N(C)Cc3ccccc3)cc2CC1C (centres undefined)
  -3	99	3.2	100	3	17	2	-1	77
CC(C)(C)c1ccc(-c2n[nH]c(=S)n2/N=C/c2ccncc2)cc1
  -24	90	1.8	92	2	-10	-41	-3	43*
Cc1cc(C)c(NC(=O)c2cccc(NC(=O)c3ccco3)c2)c(C)c1
  -2	98	-2.8	100	4	-5	2	-5	91
CN(CC(=O)Nc1ccc(Cl)c(C(F)(F)F)c1)CC(=O)NC1CCCCC1
  5	103	·	100	1	15	-3	6	106
O=C(CSc1nnc(-c2ccc(F)cc2)o1)Nc1ccc(S(=O)(=O)N2CCCCCC2)cc1
  2	106	0.3	106	1	4	0	1	102
CCc1ccc(NS(=O)(=O)c2c(C(=O)N3CCOCC3)c(C)n(C)c2C)cc1
  -4	101	-2.0	98	0	6	-1	-10	109
CCOC(=O)c1nn(-c2ccccc2)cc1O
  1	95	-2.5	95	0	-10	3	7	95
C=CCn1c(C)cc(C(=O)COC(=O)CCc2cc(OC)c(OC)c(OC)c2)c1C
  ·	110	·	97	3	6	·	0	94
CS(=O)(=O)N1CCN(C(=O)c2cccnc2)CC1
  -2	99	2.2	96	0	15	3	4	106
O=C(c1cc(-c2ccccc2Cl)nc2ccccc12)N1CCC1
  -6	101	0.2	105	0	-3	-5	-2	103
CNc1c(NS(=O)(=O)c2ccc(F)c(Cl)c2)c(=O)oc2ccccc12
  1	97	0.5	97	1	2	-2	5	91
Cn1cc(/C=C2\SC(=O)N(c3ccc(O)cc3)C2=O)c2ccccc21
  -2	94	2.4	108	0	17	2	-5	104
c1ccc(CNc2ncnc3nc[nH]c23)nc1
  5	99	7.1	96	0	-6	5	1	100
Cc1cc(NS(=O)(=O)c2ccc(NC(=O)CSc3nc4ncccc4[nH]3)cc2)nc(C)n1
  -2	85	2.5	101	0	3	7	7	91

Source: PubChem (several laboratories)
